LANA DNA inh – inhibitors of KSHV C-LANA binding to DNA, primary screen, biochemical, fluorescence polarization, FAM-LBS DNA, MBP-C-LANA, single point; Kaposi's sarcoma herpesvirus LANA C-terminal domain (residues 932-1162) DNA binding; inhibition, % at 9 µM; hit rate 0.078% among 340,000;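 active means highest replicate inhibition at or above 60% at 9 µM, even if other replicates fall short; inactive means all replicates below 60% inhibition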;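 further: 0% = neutral control wells and 100% = 4 µM acridine orange control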
V-ATPase pHluor – regulators of yeast V-ATPase proton pumping, primary screen, pHLuorin cytosolic pH fluorescence; S. cerevisiae; response, % at 10 µM; hit rate 0.37% among 350,000; AID 504577, 2011; in the data active means response mostly above about 7.3%, no sharp cut-off; inactive means mostly below about 5.4%; further: actives read high; inactives centre near 0; some compounds called inactive have numbers as strong as hits; reference of the scale not given here
MOR-DOR ag – agonists of OPRM1-OPRD1 heterodimerization, primary screen, cell-based, luminescence. Mu-type opioid receptor (Homo sapiens) + Delta-type opioid receptor (Homo sapiens), …. cells. activation, % at 9.3 µM. hit rate 0.3% among 340,000. AID 504326, 2011; in the data active means activation above about 18%;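 further: 0% = vehicle-treated cells and 100% = reference agonist; values of inactives mirror those of a sister screen read the other way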
Keap1 Nrf2 FP – Keap1-Nrf2 protein-protein interaction inhibitors, primary screen, biochemical, fluorescence polarization, single point; inhibition, % at 9.4 µM; Keap1 Kelch-Nrf2 peptide fluorescence polarization, 1536-well; AID 504523, 2011; hit rate 0.15% among 340,000; Kelch-like ECH-associated protein 1 (Homo sapiens), Q14145; in the data active means inhibition above about 12%;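 further: human Keap1 Kelch domain with fluorescein labeled Nrf2 9mer peptide probe; 0% = neutral control wells and 100% = peptide positive control; higher means more block of Keap1 binding to Nrf2 peptide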
Wnt act – Wnt/beta-catenin pathway activators, primary screen, cell-based, plate reader, single point; Wnt/beta-catenin reporter cell assay, activator; activation, % at 9.35 µM; hit rate 1.2% among 300,000; in the data active means activation above about 30%, passing the limit was not always enough;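 further: 0% = neutral control wells and 100% = positive control wells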
Arr AP2 block – inhibitors of beta-arrestin/AP2 binding, primary screen, biochemical, GPCR trafficking, flow cytometry | FITC-arrestin peptide / GST-AP2 beads; AP2 beta2 appendage carries R879A mutation | AID 504490, 2011 | beta-arrestin 1 C-terminal peptide binding to AP2 beta2-adaptin appendage (human) | inhibition, % at 10 µM | hit rate 0.31% among 340,000;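 active means inhibition above a set limit, near 3 SD of compounds lacking own fluorescence, cut at about 54% in these data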;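 further: plate controls were DMSO wells for no effect and 5 µM unlabelled arrestin peptide for full effect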
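Test system: GST-tagged AP2 beta2-adaptin appendage (R879A) on 4 µm glutathione beads; also added: fluorescein-tagged arrestin peptide at 50 nM final; timing: 12 min plus 1 h, RT; signal: flow cytometry, FL1 (488/535 nm); read-out: percent drop in bead-associated FITC signal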
Cardiac RTF inh – cardiac RTF calcium sensitivity inhibitors, primary screen, biochemical, IANBD-TnC fluorescence, EC70 calcium. AID 493244, 2011. Troponin I, cardiac muscle (Homo sapiens) + Troponin T, cardiac muscle (Homo sapiens) + …. hit rate 0.12% among 340,000. inhibition, % at 7.15 µM. IANBD-labeled cardiac RTF, Ca2+ fluorescence;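 active means inhibition above the mean inhibition of all tested compounds plus 3 SD, cut at about 17% in these data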;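 further: assay run at fixed EC70 calcium of 1.6 mM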
OPRM1-OPRD1 inv – inverse agonists of MOR-DOR heterodimerization, primary screen, cell-based, luminescence; Mu-type opioid receptor (Homo sapiens) + Delta-type opioid receptor (Homo sapiens), …; cell-based MOR-DOR heterodimer luminescence, inverse agonism; inhibition, % at 9.3 µM; hit rate 0.21% among 340,000; in the data active means inhibition above about 22%, passing the limit was not always enough;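 further: 0% = cells with DMSO and 100% = wells without cells with DMSO; values of inactives mirror those of a sister screen read the other way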
cardiac RTF act – cardiac RTF calcium sensitivity activators, primary screen, biochemical, IANBD-TnC fluorescence, EC20 calcium | AID 493008, 2010 | Troponin I, cardiac muscle (Homo sapiens) + Troponin T, cardiac muscle (Homo sapiens) + … | hit rate 0.24% among 340,000 | activation, % at 7.2 µM | IANBD-labeled TnC RTF fluorescence at EC20 calcium; 0% EC20 calcium, 100% full calcium;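 active means activation above the mean over all tested compounds plus 3 SD, cut at about 30% in these data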;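 further: rise in fluorescence read as greater calcium sensitivity of cardiac thin filaments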
DSG3 Ab inh – inhibitors of pemphigus antibody binding to DSG3, primary screen, biochemical, bead-based, flow cytometry, scFv-GFP | DSG3-coupled beads, scFv-anti-DSG3-GFP binding; stronger effect = lower value | binding (percent of control), % at 10 µM | hit rate 0.48% among 310,000 | AID 588358, 2011;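 active means binding more than 3 SD below its plate's average and above zero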; further: some compounds called inactive have numbers as strong as hits
Target sequence (P32926 whole entry, looked up): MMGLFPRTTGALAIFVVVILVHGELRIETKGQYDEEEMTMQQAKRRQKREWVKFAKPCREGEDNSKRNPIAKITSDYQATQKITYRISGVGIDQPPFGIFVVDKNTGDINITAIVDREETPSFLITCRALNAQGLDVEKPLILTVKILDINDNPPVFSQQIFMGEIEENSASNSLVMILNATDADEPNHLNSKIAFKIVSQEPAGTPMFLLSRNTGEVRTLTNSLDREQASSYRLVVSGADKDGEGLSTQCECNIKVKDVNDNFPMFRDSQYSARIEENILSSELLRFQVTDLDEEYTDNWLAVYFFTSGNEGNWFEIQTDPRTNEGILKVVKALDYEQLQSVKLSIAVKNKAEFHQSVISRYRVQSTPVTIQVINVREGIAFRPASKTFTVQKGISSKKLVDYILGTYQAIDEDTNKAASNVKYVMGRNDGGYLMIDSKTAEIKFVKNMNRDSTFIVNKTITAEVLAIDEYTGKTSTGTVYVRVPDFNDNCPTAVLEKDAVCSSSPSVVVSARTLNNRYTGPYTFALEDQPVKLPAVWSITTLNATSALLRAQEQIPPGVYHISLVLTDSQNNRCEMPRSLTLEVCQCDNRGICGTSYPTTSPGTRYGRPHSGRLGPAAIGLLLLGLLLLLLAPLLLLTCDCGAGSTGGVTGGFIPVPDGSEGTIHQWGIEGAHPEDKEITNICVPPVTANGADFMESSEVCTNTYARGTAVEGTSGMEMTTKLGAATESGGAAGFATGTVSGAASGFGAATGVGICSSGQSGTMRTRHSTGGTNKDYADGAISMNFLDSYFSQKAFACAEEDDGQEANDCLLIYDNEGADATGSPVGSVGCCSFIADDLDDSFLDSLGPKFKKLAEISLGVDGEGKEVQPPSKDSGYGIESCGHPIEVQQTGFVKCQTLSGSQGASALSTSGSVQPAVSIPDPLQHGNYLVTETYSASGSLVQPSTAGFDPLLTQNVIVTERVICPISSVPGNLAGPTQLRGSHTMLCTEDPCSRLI
* marks the source's active call; other numbers are inactive results; . = no result given. Rows are unselected. Share with any hit: about 3.1%.

SMILES	LANA DNA inh	V-ATPase pHluor	MOR-DOR ag	Keap1 Nrf2 FP	Wnt act	Arr AP2 block	Cardiac RTF inh	OPRM1-OPRD1 inv	cardiac RTF act	DSG3 Ab inh
COC(=O)C1C(c2ccccc2)C(C(=O)O)C1c1ccccc1 (centres undefined)	0.7	1	-4.0	0	1	-6	5	19	-3	98
COc1cccc(CNCc2ccc(OC)c3ccccc23)c1OC	0.9	-1	2.4	-4	2	12	-6	-11	5	99
C=CCc1cccc(/C=N/NC(=O)CNc2ccccc2)c1O	1.7	3	5.4	-3	.	-1	8	-30	-3	99
O=C(CSc1nc(=O)n(CCCN2CCOCC2)c2c1CCCC2)Nc1ccccc1Cl	0.6	-2	0.1	-7	0	-3	-27	-1	1	108
Cn1c(=O)c2c(ncn2CCOc2ccc(F)cc2)n(C)c1=O	0.5	-1	-1.5	-2	-3	23	-22	10	-6	.
CC(C)n1nccc1N(Cc1ccc(C#N)cc1)S(=O)(=O)c1ccccc1	-0.4	3	-2.9	3	0	-4	-9	18	-1	.
CC(=O)OCCCN(C)CC/C=C1/c2ccccc2CSc2ccccc21	-0.4	1	0.0	-3	3	-16	-7	0	7	.
CCCCCCSc1cc(-c2nc3cc(C)ccn3c2NCCCC)ccc1OC	-0.4	-5	-0.4	-6	-11	-4	12	2	11	111
O=C(C1=C[C@@H](c2csc3ccccc23)C[C@@H](OCc2ccc(CO)cc2)O1)N1CCN(Cc2ccc3c(c2)OCO3)CC1	1.5	12	0.2	-7	-6	0	-9	-1	13	99
CCN(CC(=O)NC(C)(C)C)Cc1cc(=O)n2c(-c3ccccc3)csc2n1	-2.1	0	-1.0	-2	-5	18	11	5	-10	100
Cc1ccc(C(=O)NCCCN2CCOCC2)c(Cl)c1	2.0	1	-0.7	4	7	18	-9	4	2	119
CCCOc1ccc(-c2cc(C(=O)NCC3CCCO3)c3ccccc3n2)cc1 (centres undefined)	0.5	3	-1.8	-4	5	-5	0	9	4	105
NC(=O)C1CCN(CCC(=O)Nc2ccc(Br)cc2)CC1	-0.1	1	-2.7	1	-4	5	-5	14	2	105
Cc1cc(C)c(NC(=O)CNC(=O)c2ccccc2OCc2c(C)noc2C)c(C)c1	1.7	0	-0.9	-6	-1	-10	3	6	8	105
Cc1cc(OCC(=O)N(Cc2cccs2)C2CCS(=O)(=O)C2)ccc1Cl (centres undefined)	1.2	5	-1.3	3	-2	20	-5	8	4	99
Cc1ccccc1CC1(CO)CCCN(C(=O)c2ccccc2Cl)C1 (centres undefined)	-0.3	-5	0.1	-4	0	20	1	-1	-6	85
N#Cc1c(-c2ccccc2)nc(-c2ccncc2)[nH]c1=O	0.0	-1	0.5	1	-1	-2	-20	-3	12	104
Cc1ccccc1OCc1nc2c3c(ncn2n1)-c1ccccc1CC31CCCC1	-0.9	2	-0.9	-2	.	-5	-1	5	-2	99
Fc1cc(Br)cc(F)c1NC(=S)N1CCOCC1	1.3	-1	-4.9	2	1	2	-4	22	3	98
CCOC(=O)C1CSC2(CCC(c3ccccc3)CC2)N1 (centres undefined)	-0.6	0	-3.2	-6	-4	14	11	17	-3	105
COCC(C)NC(=O)c1cc(-c2ccccc2OC)on1 (centres undefined)	2.1	2	0.6	5	6	-2	-7	-3	2	92
C=CCn1c(SCCCCCC)nc(O)cc1=O	-2.7	-5	-0.2	-3	.	18	1	1	-3	99
COc1ccc(C2NC(=O)NC(C)=C2C(=O)OCc2ccc3c(c2)OCO3)cc1OC (centres undefined)	6.0	2	-0.1	1	.	37	-7	0	-4	96
Cc1cc(NS(=O)(=O)c2ccc(NC(=O)c3ccc(Cl)cc3Cl)cc2)no1	-0.2	0	3.5	-4	0	5	3	-24	1	108
COc1cccc(-c2ccc(NC(=O)C3CCCN(Cc4cnn(C(C)C)c4)C3)cc2)c1 (centres undefined)	-1.1	5	2.0	-3	-2	1	1	-11	-2	104
CN(C)c1ccc(/C=C2\C(=N)N3N=C(CC(=O)N4CCCC4)SC3=NC2=O)cc1Br	-0.7	-2	-0.3	0	0	-9	-1	2	0	96
COc1ccc(/C=N/NC(=O)c2ccncc2)c(C(=O)O)c1OC	-0.7	3	-1.9	2	-1	37	6	10	-4	100
COc1cc2c(cc1OC)C(c1ccc(N(C)C)cc1)NCC2 (centres undefined)	0.0	-1	0.4	-5	0	3	1	-2	-1	92
Cc1nc(SCC(=O)Nc2ccc3c(c2)OCCO3)nc(C)c1C	-1.4	-2	1.2	2	0	-25	-2	-6	4	104
Cn1nc(C(=O)Nc2cccc(C(F)(F)F)c2)ccc1=O	-0.7	4	-2.6	-3	-1	-13	-3	15	-2	101
COc1ccc(/C=C/C(=O)OCC(=O)NCCC2=CCCCC2)cc1OC	-1.8	5	-1.7	-2	1	-1	2	9	2	98
COc1cccc(N2CCN(CC(=O)Nc3ccc(SC(F)F)cc3)CC2)c1	0.8	0	3.0	-1	0	7	0	-16	7	103
O=C(Nc1cccc(Cl)c1Cl)c1ccncc1	0.7	0	-1.2	-2	-1	-2	-2	7	5	.
O=C(CN1CCc2ccccc2C1)NCc1ccco1	0.1	-1	-1.5	-2	-1	0	1	8	2	101
O=C(c1ccco1)N1CCN(C(c2ccc(F)cc2)c2nnnn2Cc2cccs2)CC1 (centres undefined)	-0.6	-4	0.0	0	.	6	-6	0	0	102
NC(=O)c1ccccc1NS(=O)(=O)Cc1ccc(Cl)cc1	-1.0	0	-1.7	2	-5	-13	-8	8	4	121
Cc1c(C(=O)NC(C)c2ccccn2)oc2c(Cl)cccc12 (centres undefined)	7.4	13	0.2	2	2	74*	2	-1	-5	100
Cc1ccc(S(=O)(=O)N(C)c2ccc(C(=O)N3CCc4ccccc4C3)cc2)cc1	-1.2	0	-0.3	-5	-1	4	-15	2	3	.
O=C(O)CCN1C(=O)C2CCCCC2C1=O (centres undefined)	-0.5	2	-0.8	0	-5	0	-15	5	-1	108
Cc1nn(CC2CC2)c(=O)n1-c1ccccc1F	0.6	-4	-2.9	2	0	24	-4	14	2	112
COc1ccc(-n2c(-c3ccccc3)c[n+]3c2CCC3)cc1	-0.7	0	-0.7	-4	-1	-7	10	3	4	.
CCN(CC)CCCN1C=C2C(=O)C(C)(OC(=O)CCC(=O)OC)C(=O)C(Br)=C2C=C1c1ccc(OC)cc1 (centres undefined)	4.0	-1	3.9	1	-1	12	-29	-22	7	97
COCC1CCN(C(=O)C2CCC(=O)N(C3CCCC3)C2)CC1 (centres undefined)	0.6	1	-2.6	2	1	3	-1	13	-1	.
CCNC(=O)/N=C1/NC(=O)C(C(C)C)O1 (centres undefined)	1.9	6	-1.5	-5	-9	-10	6	8	5	105
CCOc1cc(C(=O)N(C)c2ccccc2)cc(OCC)c1OCC	-0.4	-1	-1.3	-1	-6	11	0	8	-2	113
COc1cccc(CNCC(=O)Nc2ccc(N3CCOCC3)cc2)c1	-0.9	5	-1.4	2	.	-3	5	7	1	102
COc1cc(NS(=O)(=O)c2ccc(NC(=S)NC(=O)C3CCCC3)cc2)nc(OC)n1	0.6	3	-2.0	-1	.	-6	-3	10	-1	95
Cc1cc(C(=O)COC(=O)/C=C/c2ccc(F)cc2)c(C)n1C	-0.1	0	-0.6	-3	-2	7	-12	2	0	109
CCOc1ccc(CN(CCO)CCO)cc1C(=O)OC	0.0	1	-0.6	-7	.	6	-7	3	-4	105
Cc1ccc(S(=O)(=O)CC(=O)N(C)C)cc1	0.2	-2	-3.8	3	3	8	-7	16	-7	.
CCCCn1c(=O)c(CC(C)=O)nc2ccccc21	0.0	2	-0.7	-3	-4	-3	-3	5	0	97
CSc1ccccc1C(=O)NCc1ccc(S(N)(=O)=O)cc1	0.9	.	-2.0	-1	.	-18	0	12	1	97
Cc1ccc(C(=O)c2cc([N+](=O)[O-])ccc2N2CCCCC2)c(C)c1	-0.7	-3	2.4	-4	-15	9	-5	-12	1	.
COc1cccc(C(=O)OCC(=O)N2CCC(Cc3ccccc3)CC2)c1OC	1.4	2	-0.8	-4	-4	4	-4	3	3	95
O=C(Nc1ccc(Cl)cc1)Nc1ccc(C(=O)N2CCOCC2)cc1	-1.4	-3	-1.6	-4	1	1	-5	8	2	.
COc1ccc(C(O)(C(=O)NNc2ccc(C)cc2)c2cccs2)cc1 (centres undefined)	0.8	2	-1.6	-3	4	0	-2	9	7	104
CC(C)CN1C(=O)C(=O)N(CC(=O)N2CCN(c3ccccc3)CC2)C1=O	-0.5	1	-1.2	-3	-1	-11	-4	8	-1	105
CCn1c(C)nc2cc(C(=O)NN=Cc3ccccc3OC(F)F)ccc21	-0.5	1	-1.4	1	-3	-8	-5	6	4	100
O=C(COc1ccccc1)NCc1nnc(SCC(=O)Nc2nccs2)n1-c1ccccc1	1.7	5	0.1	2	-3	-7	-2	0	0	105
Cc1cc(C)n(-c2ccc(C(=O)OCC(=O)Nc3ccc(Cl)c(S(=O)(=O)N(C)C)c3)cc2)n1	-0.9	-1	0.4	-1	-2	5	-2	-2	-7	98
CC(C)n1cc(-c2nc(C(=O)NN)cs2)c(=O)n(Cc2ccccc2)c1=O	1.7	4	-2.5	4	2	-33	1	12	-11	.
O=C(COC(=O)C1CC(=O)N(Cc2ccccc2)C1)Nc1ccc2c(c1)OCO2 (centres undefined)	-1.4	0	-1.7	0	-1	18	-1	10	2	.
Cc1ccccc1-n1c(=S)[nH]c2nc3c(cc2c1=O)CCCC3	-0.9	1	-0.8	7	0	-5	-14	4	3	103

A draw from above in order of SMILES length, lowest first.
SMILES	LANA DNA inh	V-ATPase pHluor	MOR-DOR ag	Keap1 Nrf2 FP	Wnt act	Arr AP2 block	Cardiac RTF inh	OPRM1-OPRD1 inv	cardiac RTF act	DSG3 Ab inh
CCNC(=O)/N=C1/NC(=O)C(C(C)C)O1 (centres undefined)	1.9	6	-1.5	-5	-9	-10	6	8	5	105
COc1ccc(C(O)(C(=O)NNc2ccc(C)cc2)c2cccs2)cc1 (centres undefined)	0.8	2	-1.6	-3	4	0	-2	9	7	104
Cc1cc(C)n(-c2ccc(C(=O)OCC(=O)Nc3ccc(Cl)c(S(=O)(=O)N(C)C)c3)cc2)n1	-0.9	-1	0.4	-1	-2	5	-2	-2	-7	98
